Assay outcomes as filed in PubChem BioAssay.
Pin1 inhibitor: human Pin1 inhibition. Potency, µM (series often up to 115 µM), for inactives: at the highest dose activity, negative = inhibition, usual class: inhibitors. 390,000 tested, 0.009% active. Pin1 FP peptide displacement, HiFluor488, 10 min. Q13526; active = well fitted inhibition curve with a large enough effect in the polarisation, with a control signal flat, not every such curve was filed as active; inconclusive = small, poorly fitted or top-dose-only effect, or effect the other way, or a change in a side signal; inactive = no such curve, though single readings can be large or run the other way; the % refers to the polarisation; note: potency is the fitted concentration of half-maximal effect; % is set by controls: 0 for no effect and ±100 for the full control effect
Target sequence (Q13526 whole entry, looked up): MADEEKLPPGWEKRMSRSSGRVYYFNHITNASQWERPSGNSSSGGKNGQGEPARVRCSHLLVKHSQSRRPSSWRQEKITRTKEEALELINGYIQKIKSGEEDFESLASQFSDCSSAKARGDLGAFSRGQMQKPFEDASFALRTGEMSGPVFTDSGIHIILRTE
TrxR1 inh: rat TrxR1 inhibition; Potency, µM (doses to about 114 µM), inactives show at the highest dose activity change, negative = inhibition, actives largely listed as inhibitors; recombinant rTrxR1, NADPH fluorescence consumption, selenite substrate; 390,000 tested, 1% active; note: potency is the fitted concentration of half-maximal effect; % is set by controls: 0 for no effect and ±100 for the full control effect; nearly all actives have a fitted effect of over 65% in size
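Rat TrxR1 (90 nM in the dispensed reagent) was pre-reduced with 400 uM NADPH for 5 min at room temperature, then incubated with compound for 15 min. After 400 uM selenite was added, NADPH fluorescence (Ex 340/Em 450 nm) was followed for 8 min.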
USP1 inh: blocks the human USP1/UAF1 deubiquitinase complex; O94782; recombinant USP1/UAF1, Ub-Rhodamine cleavage fluorescence; Potency, µM (series often up to 57.1 µM), for the others: top-dose activity change, negative = inhibition, hits mostly inhibitors; 390,000 tested, 0.23% active; AID 743255; note: potency is the fitted concentration of half-maximal effect; % is set by controls: 0 for no effect and ±100 for the full control effect; nearly all actives have a fitted effect of over 60% in size; inactives centre near -12
Target sequence (O94782 whole entry, looked up): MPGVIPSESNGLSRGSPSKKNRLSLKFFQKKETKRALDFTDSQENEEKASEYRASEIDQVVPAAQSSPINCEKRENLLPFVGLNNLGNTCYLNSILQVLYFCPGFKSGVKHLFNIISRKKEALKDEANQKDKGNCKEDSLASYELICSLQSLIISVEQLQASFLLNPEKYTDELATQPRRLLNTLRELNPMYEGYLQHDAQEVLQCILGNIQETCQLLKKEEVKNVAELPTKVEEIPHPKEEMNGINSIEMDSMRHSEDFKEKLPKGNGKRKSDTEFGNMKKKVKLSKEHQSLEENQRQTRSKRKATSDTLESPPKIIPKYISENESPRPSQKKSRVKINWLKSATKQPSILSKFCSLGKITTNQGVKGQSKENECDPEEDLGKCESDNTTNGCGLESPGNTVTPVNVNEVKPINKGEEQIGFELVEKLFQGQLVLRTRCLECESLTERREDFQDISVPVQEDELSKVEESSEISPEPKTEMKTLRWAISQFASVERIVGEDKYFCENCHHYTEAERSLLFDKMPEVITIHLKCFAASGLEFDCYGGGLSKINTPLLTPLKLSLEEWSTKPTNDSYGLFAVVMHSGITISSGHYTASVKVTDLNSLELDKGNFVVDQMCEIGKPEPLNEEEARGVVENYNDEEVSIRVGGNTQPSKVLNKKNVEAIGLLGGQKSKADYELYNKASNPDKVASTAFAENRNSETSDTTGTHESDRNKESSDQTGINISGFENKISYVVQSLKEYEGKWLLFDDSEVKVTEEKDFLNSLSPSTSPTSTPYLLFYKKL
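High-throughput fluorogenic screen: 1nM USP1/UAF1 complex, Ub-Rho substrate 150nM final, 50mM HEPES pH 7.8 with 0.5mM EDTA, 0.1 mg/ml BSA, 1mM TCEP and 0.01% Tween-20.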
D2 antagonist: D2 dopamine receptor (human) antagonism; P14416; 340,000 tested, 2% active; HEK293 TREx D2 cells, calcium flux, dopamine EC80; AID 485344; inhibition, % at 10 µM; in the data active = inhibition above about 30%; note: 0% is about no effect
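In this primary screen, negative modulation is detected by tracking calcium flux after an EC80 dopamine challenge in inducible HEK293 T-REx D2 cells preexposed to test compound for 180 s.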
TrxR1 substrate: is turned over as a substrate by rat TrxR1. O89049. purified TrxR1 substrate turnover, NADPH consumption readout. Potency, µM (top dose mostly 114 µM), for the others: at the top dose activity change, negative = substrate turnover. 390,000 tested, 0.01% active. AID 588456; note: potency is the fitted concentration of half-maximal effect; % is set by controls: 0 for no effect and ±100 for the full control effect; nearly all actives have a fitted effect of over 50% in size
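Rat TrxR1, dispensed at 90 nM, was prereduced with 400 uM NADPH (final) for 5 min at ~22 deg C, then incubated with compound 15 min before 400 uM selenite. A first-read NADPH fluorescence drop versus no-compound background flagged substrates.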
TRHR agonist: TRH receptor (human) agonism. P34981. TRHR cells, calcium flux fluo-8, FDSS agonist mode. activation, % at 2 µM. 360,000 tested, 0.18% active. AID 493084; in the data active = activation above about 30%; note: 0% is about no effect
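In this calcium-flux screen, cells bearing human TRHR are dye-loaded with fluo-8, baselined for 10 cycles, then exposed to library compounds; positive kinetic calcium responses during the agonist phase mark hits, with TRH as control.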
IDH1 R132H inh: inhibitors of human mutant IDH1 R132H | O75874 | IDH1-R132H enzyme, NADPH consumption, diaphorase/resazurin fluorescence | Potency, µM (titrated, usually from 76.6 µM), for inactives: at the top dose activity change, negative = inhibition, usual class: inhibitors | 390,000 tested, 0.093% active | AID 602179; note: potency is the fitted concentration of half-maximal effect; % is set by controls: 0 for no effect and ±100 for the full control effect; nearly all actives have a fitted effect of over 65% in size
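IDH1-R132H (0.5 ug/mL) preincubated 30 min with compound, then NADPH (0.016 mM) and alpha-KG (2 mM) added; 80 min at RT, pH 7.5. Remaining NADPH coupled via diaphorase/resazurin to fluorescence (540/590 nm); concentration-response curves normalized to no-enzyme control.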
TRHR enhancer: TRH receptor (human) allosteric enhancement. TRHR cells, fluo-8 calcium fluorescence, EC20 TRH enhancement. enhancement, % at 2 µM. 360,000 tested, 0.66% active; in the data active = enhancement above about 30%; note: 0% is about no effect
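Enhancer read-out: after compound pinning and an initial kinetic agonist-mode read, an EC20 of TRH (10 nM final) was injected and fluo-8 calcium signal (Ex 480/Em 530) followed at 1 s/cycle for 100 cycles in TRHR-expressing cells.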
D2 agonist: D2 dopamine receptor (human) agonism; AID 485358; activation, % at 2 µM; 340,000 tested, 0.53% active; HEK293 T-REx D2 cells, calcium flux agonist mode; P14416;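 active = activation over 3 SD above normal in the single-dose calcium agonist read, cut at about 30% in these data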; note: 0% is about no effect
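Calcium-flux readout, 1 cycle/sec over 180 s following compound pin transfer, in inducible HEK293 Trex D2 cells (force-coupled); dopamine controls included. Positive calcium responses during this window marked compounds as potential agonists.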
* hit, by the source's call; ? = inconclusive; · = not tested or not shown; & = joins results of further samples; [ ] = dose if it differs, or a comment. Unless noted, calls come from the whole dose curve; as a rule, active = well fitted inhibition curve with a large enough effect; inconclusive = small, poorly fitted or top-dose-only effect; inactive = no such curve, though single readings can be large or run the other way. An excerpt; the hit share may differ from the screen's.

SMILES	Pin1 inhibitor	TrxR1 inh	USP1 inh	D2 antagonist	TrxR1 substrate	TRHR agonist	IDH1 R132H inh	TRHR enhancer	D2 agonist
CC1=NN(C(=O)c2ccccc2Cl)C(O)(c2ccccc2)C1 (stereo unspecified)	-3%	14%	-14%	·	2%	0.5	-10%	-8	·
CC(C)c1ccc(NC(=O)NC2CCN(CC(=O)Nc3cccc4ccccc34)CC2)cc1	-5%	-2%	-14%	-17	-3%	0.4	-3%	9	-0.9
O=C(NCCCN1CCCC1=O)c1ccc2c(=O)n(-c3ccc(F)cc3)c(=S)[nH]c2c1	·	·	·	11	·	0.9	·	4	0.7
Cc1ccc(CNC(=O)CCSCCC(=O)NCc2ccc(C)cc2)cc1	-1%	-4%	2%	7	-7%	-1.4	-1%	-8	-0.5
CCOC(=O)c1sc(N(Cc2ccccc2)C(=O)CSc2ncn[nH]2)nc1C	3%	14%[57.1 µM]	-14%	11	-8%[57.1 µM]	-0.9	3%	-2	-0.9
O=C(c1ccccc1)N1CCN(C(=O)c2ccccc2)CC1	-1%&-10%	32%&-1%	-19%	-13	8%&-1%	-0.2	9%	22	1.1
CC(Sc1n[nH]c(N)n1)c1nc2scc(-c3cccs3)c2c(=O)[nH]1 (stereo unspecified)	?	19%[57.1 µM]	-8%	8	-13%	-0.2	1%	-7	2.4
O=C(CN(Cc1ccco1)C(=O)CCC(=O)Nc1ccccn1)NCCc1ccccc1	-9%	11%[57.1 µM]	-3%	20	7%[57.1 µM]	-0.1	1%	4	0.0
O=CN1CCN(C(=O)CN2C(=O)c3ccccc3C2=O)CC1	1%	-7%	2%	·	-3%	0.3	-1%	-7	·
Cc1cc(C(=O)COc2ccc([N+](=O)[O-])cc2)c(C)n1C1CC1	-3%	-10%	-6%	-19	-4%	-0.1	4%	-3	5.8
CCOC(=O)c1ccc(CNC(=O)Cn2nnc(-c3cccc(C)c3)n2)o1	·	·	·	-4	·	-0.6	·	-5	-0.4
CCOc1ccc(Nc2nc(C)c(NC(=O)c3ccc(C)cc3)c(Nc3ccc(OCC)cc3)n2)cc1	0%	-5%	-21%	·	-16%	-1.0	8%	1	0.8
CCOC(=O)N1CCC2(CC1)OC(=O)C(C)=C2C(=O)NCc1cccc(OC)c1	-4%	-11%	-1%	·	-5%	0.0	4%	1	6.2
C[C@@H]1CN(S(=O)(=O)c2ccc3c(c2)OCCO3)CCN1S(=O)(=O)c1c(F)cccc1F	7%&5%	10%[57.1 µM]	·	·	-7%[57.1 µM]	0.1	·	0	·
Cc1ccc(CSc2nnc([C@@H](N)C(C)C)o2)cc1	1%	10%[11.4 µM]	-21%	·	9%[11.4 µM]	-2.3	-3%	20	-0.6
O=C(Nc1cc2c(cc1Cl)OCCO2)c1ccco1	6%	-10%[57.1 µM]	-14%	-6	4%[57.1 µM]	0.9	-1%	10	0.5
O=C(COc1ccc(S(=O)(=O)N2CCOCC2)cc1)NCc1ccco1	-7%	-9%	-16%	-10	-2%	-0.5	5%	13	-0.8
O=S(Cc1ccc(Br)cc1)Cc1nnc(SCc2ccc(Br)cc2)n1-c1ccccc1 (stereo unspecified)	6%	-9%	6%	-10	-9%	0.2	-1%	1	0.6
CN(C)C(=O)CSc1ccc(S(=O)(=O)N2CCOCC2)cn1	5%	22%	-11%	-30	5%	0.6	4%	3	-0.2
Nc1nc(SCC(=O)N2CCc3ccccc32)[nH]c(=O)c1-c1ccccc1	-1%	16%	-13%	12	1%[57.1 µM]	-1.0	1%	15	0.4
CC(=O)c1ccc(OCCCC(=O)N2CCN(S(=O)(=O)c3ccc(C(C)C)cc3)CC2)cc1	12%	11%	-14%	-11	-5%	1.0	1%	-6	0.6
COc1cccc(-n2nnc3c(=O)n(CC(=O)NCC4CCCO4)cnc32)c1 (stereo unspecified)	-1%	9%[57.1 µM]	-13%	9	7%[57.1 µM]	1.5	3%	-2	-0.2
C[C@@H]1CC[C@]2(O[C@@H](CCO)C[C@H](O)[C@H]2O)O1	2%	8%	-23%	-18	-4%	1.3	11%	-3	0.4
CCOc1ccc(C(=S)N2CCOCC2)cc1OC	-1%	-17%	8%	-12	-11%	0.6	-1%	3	0.0
CN(C(=O)c1ccc(S(=O)(=O)N(C)C)cc1)c1ccc2ccccc2c1	-4%	11%	-23%	-12	5%[0.457 µM]	0.9	8%	14	-2.0
c1cc(-c2nnc3sc(C4CCCCC4)nn23)ccn1	-1%	5%	-16%	-2	-2%	-1.9	10%	-3	0.2
COc1ccc(Cl)cc1NC(=O)C1CC(=O)N(C2CCCCC2)C1 (stereo unspecified)	-10%	-9%	0%	10	-6%	0.9	3%	1	0.7
CC1(C)CC(=O)c2c(O)cc(O)cc2O1	1%	8%	-10%	·	-6%	1.0	7%	-6	·
Clc1cc(Br)ccc1OCCOCCOc1cccc2cccnc12	?	11%	-7%	·	8%[57.1 µM]	0.6	0%	7	·
CN(C)S(=O)(=O)c1ccc(C(=O)OCC2CC2(Cl)Cl)cc1 (stereo unspecified)	1%	-2%	-14%	8	-3%	0.0	-2%	5	-1.0

3 compounds already listed, arranged by number of heavy atoms, highest first:
SMILES	Pin1 inhibitor	TrxR1 inh	USP1 inh	D2 antagonist	TrxR1 substrate	TRHR agonist	IDH1 R132H inh	TRHR enhancer	D2 agonist
O=S(Cc1ccc(Br)cc1)Cc1nnc(SCc2ccc(Br)cc2)n1-c1ccccc1 (stereo unspecified)	6%	-9%	6%	-10	-9%	0.2	-1%	1	0.6
O=C(COc1ccc(S(=O)(=O)N2CCOCC2)cc1)NCc1ccco1	-7%	-9%	-16%	-10	-2%	-0.5	5%	13	-0.8
C[C@@H]1CC[C@]2(O[C@@H](CCO)C[C@H](O)[C@H]2O)O1	2%	8%	-23%	-18	-4%	1.3	11%	-3	0.4

The listing continues.
SMILES	Pin1 inhibitor	TrxR1 inh	USP1 inh	D2 antagonist	TrxR1 substrate	TRHR agonist	IDH1 R132H inh	TRHR enhancer	D2 agonist
O=C(CSc1ccccc1C(=O)O)c1ccc(Cl)cc1	-5%	-7%	?	-1	-2%[57.1 µM]	-0.1	-2%	0	0.2
O=S(=O)(Oc1ccccc1N1CCCCC1)c1ccccc1	8%	23%	-26%	-9	-1%	1.4	5%	-8	0.3
CCN(CC)c1ccc(N=Nc2nn(C)c(C)c2[N+](=O)[O-])cc1	44%[activator]	-6%	-29%	-8	-7%	0.1	5%	2	1.3
Cc1cc(=O)c2c(o1)C(=O)c1occc1C2=O	·	32µM*	?	·	-11%	·	15%	·	·
CC(C)NC(=O)C(C)n1cccc1C(=O)c1ccccc1 (stereo unspecified)	2%	12%[57.1 µM]	-6%	·	-2%	-0.1	8%	-3	·
CCOc1ccc2nc(NCCNC(=O)C3CC3)c(C)cc2c1	1%	?	3%	-14	-4%	-1.4	-4%	1	-0.1
CCN(c1ccc(OC)cc1)S(=O)(=O)c1csc(C(N)=O)c1	0%	14%	-9%	-9	5%	-0.9	-3%	3	-0.6
CCCCn1c(SCC(N)=O)nc2sc3c(c2c1=O)CCC3	0%	28%	-16%	-7	0%	-0.9	-5%	2	-0.1
CC1=C(C(N)=O)C(c2sccc2C)n2nnnc2N1 (stereo unspecified)	-6%	4%	-13%	3	-2%	0.4	-4%	-8	0.0
CCOC(=O)c1c(NC(=S)Nc2ccc(OC)cc2)sc2c1CCC2	9%	-11%	-13%	-10	-12%	-0.4	4%	-5	0.6
CCOc1ccc(S(=O)(=O)N2CCOCC2)cc1NC(=O)C1CSC2(C)CCC(=O)N12 (stereo unspecified)	4%	-8%	-11%	17	2%	0.5	-2%	2	0.4
CCOc1ccc(NC(=O)c2c(NCc3sccc3C)sc3c2CCCCC3)cc1	-9%	?	?	·	1%[57.1 µM]	0.0	-3%	-3	0.3
CCC1Cc2c(nc(N)c3c(N)nc(N4CCOCC4)c(C#N)c23)O1 (stereo unspecified)	5%	17%[57.1 µM]	-21%	2	-8%[57.1 µM]	0.4	3%	-7	2.7
CCC(=O)N1CCc2cc(Br)cc(S(=O)(=O)CCC(=O)NCc3ccccc3)c21	-6%	13%	12%	·	-3%	-0.5	5%	-2	-0.5
Cn1cc(CNC(=O)c2ccc(OC3CCN(Cc4ccccn4)CC3)cc2)cn1	0%	-3%	-16%	6	-1%	0.2	17%	-4	-2.2
COc1ccc(C)cc1NC(=O)Cn1cc(S(=O)(=O)N2CCC(C)CC2)c2ccccc2c1=O	17%	8%	-32%	·	-7%	0.3	11%	3	·
CC(C)(C)c1ccc(/C=N/NC(=O)CN2CCS(=O)(=O)CC2)cc1	-16%	18%	-24%	5	8%	0.0	11%	1	0.2
O=C(Nc1nccs1)c1ccc(Br)c(S(=O)(=O)N2CCOCC2)c1	0%	-12%	-8%	12	-18%	-0.3	-1%	1	0.9
CCCCCCc1ccc(N2C[C@H](C)[C@@H](CC(=O)NCc3ccccc3)C2=O)cc1	-4%	10%	?	-9	-4%	0.6	10%	-1	0.5
COC(=O)c1c(NC(NC(=O)CC(C)C)C(Cl)(Cl)Cl)sc2c1CCC2 (stereo unspecified)	10%	-10%	-10%	-2	0%	0.2	1%	-3	0.3
CCOc1ccccc1NC(=O)c1cc(C(=O)c2cc(Br)ccc2O)coc1=N	29%	14%[57.1 µM]	-12%	·	-4%	0.3	0%	-1	·
O=C(CS(=O)(=O)c1c[nH]c2ccccc12)Nc1ccc(F)cc1	-2%	14%[57.1 µM]	-12%	-13	-5%	-0.3	9%	-6	-0.3
C/C(N)=C(/C#N)C(=O)COC(=O)C(NS(=O)(=O)c1ccc(Cl)cc1)C(C)O (stereo unspecified)	-2%&0%	7%&18%	7%&-17%	0	0%&8%	0.3	10%&4%	-1	0.4
Cc1cc(C)c(NC(=O)c2ccc3c(c2)C(=O)N(Cc2cccnc2)C3=O)c(C)c1	-10%	4%	-1%	8	-5%	1.5	-3%	13	1.0
CCN(CC)c1ccc(S(=O)(=O)N2CCOCC2)cc1NS(C)(=O)=O	-3%	8%[57.1 µM]	-22%	-5	5%[57.1 µM]	-0.1	-6%	-2	0.6
